High-throughput results as filed in PubChem.
MT stabilize HCS – microtubule stabilizers in HeLa cells; 0.83% of 200,000 active; HeLa tubulin immunostaining HCS, 24 h; share of cells brighter than vehicle mean+2SD; % tubulin-high responders, % at 10 µM;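 active = plate Z-score above 3 for both tubulin-high and condensed-nucleus cell shares, with cell loss under 80%, at 10 µM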;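 also: anti alpha tubulin signal scored within the nucleus-defined area of each cell; some results filed as inactive read as strong as hits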
Dynein cargo inh – blocks dynein driven cargo transport along microtubules | z-score, hits read low | AID 1381 | 0.47% of 220,000 active | 3617.4 mouse cells, GR-EGFP nuclear translocation imaging; test concentration mostly 20 µM; stimulated with dexamethasone, 1 µM; stronger effect = lower value;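 active = plate z-score of nuclear minus cytoplasmic receptor signal below a set negative limit, without overly bright fluorescence or cell loss, cut at about -3.5 in these data, passing the limit was not always enough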;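 also: z-score of nuclear minus cytoplasmic ring GR-EGFP intensity difference per well; some compounds called inactive have numbers as strong as hits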
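Medium: Induction medium lacking tetracycline, stripped serum | Probe or stimulus: 1.0 µM final dexamethasone stimulus | Schedule: 48 h induction, then 1 h compound, then 30 min agonist, 37 °C | Signal: Automated 10x imaging of fixed Hoechst-stained cells | Evaluation: Per-cell GR-EGFP intensity, nucleus versus surrounding cytoplasmic ring, well-averaged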
Insulin prom up – MIN6 insulin promoter up-regulation. MIN6 insulin promoter-GFP reporter, high-content imaging; stronger effect = higher value. z-score at 5 µM. 0.3% of 190,000 active. AID 1625;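 active = z-score above 3 at 5 µM with at least 500 cells counted in the well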
T cell modulator – modulates CD8 T cell binding to vesicles; 2C CD8+ T cell-vesicle binding, flow cytometry; stronger effect = lower value; calls only at 7 µM; 0.068% of 330,000 active;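 active = response, share of CD8 T cells binding vesicles, and their 90th percentile fluorescence all below set limits, cut at about 80% in these data, passing the limit was not always enough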
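Benchmarks: naked versus QL9-loaded vesicles / Assay system: purified 2C TCR transgenic mouse naive CD8+ T cells / Technique: high-throughput flow cytometry with anti-B7-1 and anti-CD8 staining / Timing: Cell–vesicle co-incubation 1.5 h at 37 °C, staining 20 min on ice / Read-out: percent CD8+ FL2 mean versus row control / Probe or stimulus: QL9-loaded Drosophila micro-vesicles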
Myeloid diff 2 – promotes myeloid progenitor differentiation; ER-HoxA9 myeloid progenitors, lysozyme-GFP differentiation, flow cytometry; calls only at 10 µM; 1% of 360,000 active; AID 624256;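 active = normalized GFP-positive differentiation at or above the plate's own cutoff, the solvent-only control mean plus 3 SD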;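 also: cells exposed to compound for four days before flow analysis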
bCat nuc transl – beta-catenin nuclear translocation modulation; HeLa beta-catenin nuclear translocation, immunofluorescence imaging; nuclear translocation activity, % at 5 µM; 0.3% of 190,000 active;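 active = nuclear translocation activity above 50% at 5 µM, with a well cell count of 50 or more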;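 also: per-cell ratio of nuclear to cytoplasmic median beta-catenin stain intensity; plate controls were DMSO negative control for no effect and GSK-3 inhibitor IX positive control for full effect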
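Test system: human HeLa cells, endogenous beta-catenin. Times: 24 h compound exposure, 37°C. Measured by: beta-catenin immunofluorescence imaging with DAPI.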
PMI inhibitors – inhibitors of human PMI, primary screen, biochemical, fluorescence intensity, coupled assay (AID 1209) | one-dose inhibition, % at 20 µM; IC50 in µM for titrated hits | purified PMI enzyme, coupled fluorescence intensity; higher % means a stronger effect | 0.42% of 190,000 active; in the data active = inhibition above about 50%;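 also: plate controls were DMSO vehicle for no effect and wells lacking substrate for full effect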
Lipid droplet – hepatic lipid droplet formation modulation. AML12 mouse hepatocytes, oleate lipid droplets, BODIPY imaging. inhibition, % at 6.5 µM. 0.4% of 240,000 active. AID 1656;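 active = lipid droplet intensity inhibited by at least 50%, with more than 500 cells counted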
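System: AML12 hepatocytes (mouse). Probe or stimulus: oleic acid at 100 µM to induce lipid droplet formation. Times: overnight treatment with compound plus oleate. Detection: Image-based BODIPY and DAPI two-channel analysis. Evaluation: percent inhibition of filter-corrected integrated lipid droplet intensity per well.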
TNAP activators – human TNAP enzyme activators, primary screen, biochemical, luminescent, no phosphate acceptor, uHTS (AID 1001); purified TNAP, luminescent activation assay, no phosphate acceptor; higher activation fold means a stronger effect; one-dose activation fold at 20 µM; EC50 in µM for titrated hits; 0.03% of 200,000 active; in the data active = activation fold from about 3, or a potency from the dose series; inactive = the rest, 99 in 100 with activation fold below about 1.6; also: many of its hits are not listed in these tables
Dynein cargo inh cytoplasmic EGFP – second read-out of Dynein cargo inh, no call of its own (marks repeat the call); z-score; measured here: cytoplasmic GR-EGFP intensity; stronger effect = higher value
Dynein cargo inh nuclear GR-EGFP – further read-out of Dynein cargo inh, marked with its call; z-score; measured here: nuclear GR-EGFP intensity;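 lower value marks the stronger effect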
Dynein cargo inh cell count – recorded beside Dynein cargo inh, whose call it bears; z-score; measured here: cell count per field
Insulin prom up cell count – also measured in Insulin prom up; calls as there; cell count; measured here: cytotoxicity, nuclei count;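 total cells summed across four imaged fields per well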
Lipid droplet cells 6.5 µM – recorded beside Lipid droplet, whose call it bears; cell count; measured here: cell count, cytotoxicity flag;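 cells counted across two imaged fields per well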
bCat nuc transl cell count 5 µM – further read-out of bCat nuc transl, marked with its call; cell count; measured here: cell count, cytotoxicity flag
T cell modulator vesicle-bound % – further read-out of T cell modulator, marked with its call; double positive events, %; measured here: CD8+ vesicle-bound cell fraction;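 binding gate set so that unloaded-vesicle control wells show 10% double positive cells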
MT stabilize HCS Hoechst-high % – recorded beside MT stabilize HCS, whose call it bears; % Hoechst-high responders; measured here: nuclear condensation Hoechst responders;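 share of cells brighter than vehicle mean plus two SD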
MT stabilize HCS cytotoxicity % – recorded beside MT stabilize HCS, whose call it bears; toxicity, %; measured here: cytotoxicity by cell density;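 0% = mean cell density of plate MIN control wells and 100% = no cells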
Myeloid diff 2 GFP+ MAC1+ % – also measured in Myeloid diff 2; calls as there; GFP+ MAC1+ double positive, %; measured here: differentiation confirmed by MAC1 staining
Starred values were filed as active, the others as inactive; i = inactive; / = no result given.

SMILES	MT stabilize HCS	MT stabilize HCS Hoechst-high %	MT stabilize HCS cytotoxicity %	Dynein cargo inh	Dynein cargo inh cytoplasmic EGFP	Dynein cargo inh nuclear GR-EGFP	Dynein cargo inh cell count	Insulin prom up	Insulin prom up cell count	T cell modulator	T cell modulator vesicle-bound %	Myeloid diff 2	Myeloid diff 2 GFP+ MAC1+ %	bCat nuc transl	bCat nuc transl cell count 5 µM	PMI inhibitors	Lipid droplet	Lipid droplet cells 6.5 µM	TNAP activators
COc1cc([N+](=O)[O-])cc(/C=N/NC(=O)c2cc(C)nc3ccccc23)c1O	/	/	/	0.4	-0.24	0.2	-1	0.24	1029	i	47	i	0.5	1.5	1318	/	-5	724	/
O=C(NC1CCCCCC1)c1ccc(N2CCCC2=O)cc1	2.6	1.3	4.8	-0.23	0.4	-0.0089	0.15	-0.33	1129	i	21	i	0.8	-4.4	949	0%	/	/	1.2
CCCc1ccc(OCc2nc(-c3ccc(NC(=O)c4cccs4)cc3)no2)cc1	3.7	1.8	6.1	0.73	0.044	0.77	-0.89	-0.02	1257	i	51	i	0.7	-0.1	563	-11%	-1	635	1
COc1ccc(NC(=O)c2oc3ccc(S(=O)(=O)N4CCOCC4)cc3c2C)cc1	2.9	1.3	5.1	0.5	-0.32	0.37	0.36	-0.32	1255	i	46	i	0.4	-0.2	1122	11%	5	721	1.1
CC(C)CC(=O)Nc1ccc(C(=O)NNC(=O)C(c2ccccc2)c2ccccc2)cc1	1.8	0.8	7.7	0.67	-0.16	1	-0.11	0.29	773	i	32	i	14	-3.6	1140	10%	-6	788	1
Cc1ccccc1C(=O)Oc1ccc(Br)cc1C(=S)N1CCCC1	2.2	2.2	11	2.2	-0.058	0.98	-1.6	-0.24	1601	i	43	i	1.6	1.0	1363	9%	/	/	1.1
O=C(CSc1nc(-c2cccs2)cc(C(F)(F)F)n1)NCc1ccco1	3.1	1.9	0.2	-0.8	-0.24	-0.57	0.88	-0.32	1548	i	29	i	0.5	-1.0	942	-1%	-1	676	1.1
Cc1nc(CSc2nnc(Nc3cccc(C)c3C)s2)cs1	2.9	3.2	5.8	-0.23	-0.27	-0.39	0.41	-0.46	1342	i	45	i	0.5	5.3	507	9%	-17	628	1
COc1cccc(/C=C/C(=C2/C(=O)N(c3ccccc3)N=C2C)c2ccc(C)cc2)c1OC	5.9	3.6	4.3	0.39	-0.2	0.39	-1	0.2	1124	i	48	i	0.9	-0.9	946	21%	74*	626*	1.2
Cc1ccc(NC(=O)CSc2nnc(-c3ccccn3)n2N)c(Br)c1	/	/	/	-0.35	-0.22	-0.2	0.24	0.09	1099	i	44	i	0.5	-0.6	1299	/	37	812	/
CSc1ccc(/C=N\NC(=O)COc2ccc(Cl)cc2Br)cc1	1.7	1.2	6.7	-0.69	-0.24	-0.75	1.1	0.49	1224	i	46	i	1.3	-1.4	812	16%	/	/	1.1
CCN(CC)C(=O)CSc1nnc(NC(=O)CCc2ccccc2)s1	1.5	1.6	3.6	-0.074	-0.13	0.12	0.35	-0.45	1328	i	47	i	0.9	-5.9	549	-1%	25	655	1.1

One compound at a time, from the list above. Order of screens: MT stabilize HCS	MT stabilize HCS Hoechst-high %	MT stabilize HCS cytotoxicity %	Dynein cargo inh	Dynein cargo inh cytoplasmic EGFP	Dynein cargo inh nuclear GR-EGFP	Dynein cargo inh cell count	Insulin prom up	Insulin prom up cell count	T cell modulator	T cell modulator vesicle-bound %	Myeloid diff 2	Myeloid diff 2 GFP+ MAC1+ %	bCat nuc transl	bCat nuc transl cell count 5 µM	PMI inhibitors	Lipid droplet	Lipid droplet cells 6.5 µM	TNAP activators
`COc1ccc(NC(=O)c2oc3ccc(S(=O)(=O)N4CCOCC4)cc3c2C)cc1` is listed as 2.9	1.3	5.1	0.5	-0.32	0.37	0.36	-0.32	1255	i	46	i	0.4	-0.2	1122	11%	5	721	1.1
`COc1cccc(/C=C/C(=C2/C(=O)N(c3ccccc3)N=C2C)c2ccc(C)cc2)c1OC` is listed as 5.9	3.6	4.3	0.39	-0.2	0.39	-1	0.2	1124	i	48	i	0.9	-0.9	946	21%	74*	626*	1.2
`CC(C)CC(=O)Nc1ccc(C(=O)NNC(=O)C(c2ccccc2)c2ccccc2)cc1` is listed as 1.8	0.8	7.7	0.67	-0.16	1	-0.11	0.29	773	i	32	i	14	-3.6	1140	10%	-6	788	1
`CCCc1ccc(OCc2nc(-c3ccc(NC(=O)c4cccs4)cc3)no2)cc1` is listed as 3.7	1.8	6.1	0.73	0.044	0.77	-0.89	-0.02	1257	i	51	i	0.7	-0.1	563	-11%	-1	635	1
`Cc1ccc(NC(=O)CSc2nnc(-c3ccccn3)n2N)c(Br)c1` is listed as /	/	/	-0.35	-0.22	-0.2	0.24	0.09	1099	i	44	i	0.5	-0.6	1299	/	37	812	/

(list continues)
SMILES	MT stabilize HCS	MT stabilize HCS Hoechst-high %	MT stabilize HCS cytotoxicity %	Dynein cargo inh	Dynein cargo inh cytoplasmic EGFP	Dynein cargo inh nuclear GR-EGFP	Dynein cargo inh cell count	Insulin prom up	Insulin prom up cell count	T cell modulator	T cell modulator vesicle-bound %	Myeloid diff 2	Myeloid diff 2 GFP+ MAC1+ %	bCat nuc transl	bCat nuc transl cell count 5 µM	PMI inhibitors	Lipid droplet	Lipid droplet cells 6.5 µM	TNAP activators
Cc1ccc(-c2nnc(Nc3ccc(C(N)=O)cc3)c3ccccc23)cc1S(=O)(=O)NCC1CCCO1 (stereo not drawn)	2.5	2.5	9.7	-0.38	-0.18	-0.18	0.026	-0.15	1573	i	46	i	0.9	-2.1	1202	8%	10	699	0.9
O=C(NCC(c1cccs1)N1CCOCC1)c1ccccc1NS(=O)(=O)c1cc([N+](=O)[O-])ccc1Cl (stereo not drawn)	2.8	1.6	4.5	0.9	-0.1	0.47	-0.88	0.66	1416	i	68	i	0.1	3.1	992	-1%	-5	674	1.1
O=C(CN1C(=O)C2CCCCC2C1=O)OCn1nnc2ccccc2c1=O (stereo not drawn)	1.9	1.1	3.9	1.3	-0.25	1	-0.027	-0.53	1451	i	59	i	1.5	-2.8	841	-4%	-11	649	1.2
CC1(C)CC(=O)c2c(nc3ccccc3c2N)C1	2.8	1.3	3.5	0.82	-0.24	0.76	-1	-0.36	1602	i	15	i	0.9	3.3	1060	10%	1	569	1.1
CC(NC(=O)c1ccc(F)cc1)c1ccc2c(c1)CCCC2 (stereo not drawn)	1.1	1.3	6.6	-0.83	-0.19	-0.6	1.1	0.27	1557	i	31	i	0.4	2.4	1323	6%	/	/	1.2
CCC1=C2CC[C@H]3C(=O)N(c4ccccc4)C(=O)[C@H]3[C@H]2[C@@]2(C)C(=NCc3ccccc3)OC(=O)N2C1=O	/	/	/	-4.2*	0.25*	-1.9*	-0.35*	0.28	933	i	4	i	2.0	-0.1	1320	/	-7	706	/
O=C(CN1CCN(c2ncccn2)CC1)NCc1ccccc1	2.7	1.1	5.6	0.14	-0.22	0.29	1.2	-0.38	895	i	16	i	0.7	2.0	1080	5%	3	790	1.1
COc1ccc(C(=O)C2CCCN(Cc3cn[nH]c3-c3ccccc3)C2)cc1OC (stereo not drawn)	2.4	0.9	2.0	-0.64	-0.087	-0.14	0.89	-0.55	1462	i	31	i	0.5	-1.8	1033	-6%	10	705	1
Nc1nonc1C(=O)N1CCCCC1	1.9	2.3	14	1.1	-0.19	1	-0.97	0.04	1337	i	41	i	0.5	-1.8	1091	-1%	13	704	1
Cc1nonc1NC(=O)Nc1cccnc1	5.3	2.7	11	-0.34	-0.24	0.15	0.43	/	/	i	11	i	2.3	/	/	-9%	/	/	1
CC(C)(C)c1ccccc1NC(=O)c1ccc2c(c1)SC1=NS(=O)(=O)CCN12	/	/	/	-0.5	-0.18	-0.37	1.7	0.29	1145	i	37	i	0.7	1.7	1305	/	14	754	/
Cc1[nH]nc(SCC(=O)NC2CCCC2)c1[N+](=O)[O-]	2.0	1.1	1.3	-0.69	-0.27	-0.4	0.72	-0.2	1110	i	28	i	0.3	/	/	-10%	-28	634	0.8
